Source: PubChem BioAssay (The Scripps Research Institute Molecular Screening Center)
CHRM1 antagonist = blocks human M1 muscarinic receptor | inhibition, % at 3 µM | P11229 | actives 1.3% (n = 360,000) | CHO-K1 hM1, Fluo-8 calcium fluorescence, ACh EC80 antagonist;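 active = percent inhibition above its own plate's cutoff, namely the mean of that plate's compound wells plus 3 SD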;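 also: peak over basal fluorescence ratio during 140 s after agonist addition; 0% = ACh EC80 plus DMSO and 100% = DMSO alone without agonist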
TAAR1 ag = agonists of human TAAR1; Q96RJ0; AID 624467; CHO RD-HGA16 TAAR1, Fluo-8 calcium fluorescence; vehicle wells 0%, saturating PEA agonist 100%; actives 0.99% (n = 360,000); activation, % at 3 µM;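 active = activation above the mean activation of all test compounds in the run plus 3 SD, cut at about 38% in these data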
Target sequence (Q96RJ0 whole entry, looked up): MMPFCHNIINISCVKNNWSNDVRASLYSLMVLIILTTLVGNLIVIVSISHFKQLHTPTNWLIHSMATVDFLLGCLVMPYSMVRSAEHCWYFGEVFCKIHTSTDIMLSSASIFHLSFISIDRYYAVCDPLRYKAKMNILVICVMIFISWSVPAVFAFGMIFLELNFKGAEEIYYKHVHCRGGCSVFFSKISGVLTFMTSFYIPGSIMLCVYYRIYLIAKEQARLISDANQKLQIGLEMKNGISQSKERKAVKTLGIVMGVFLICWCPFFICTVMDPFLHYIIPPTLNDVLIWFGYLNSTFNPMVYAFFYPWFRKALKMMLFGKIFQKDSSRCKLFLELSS
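System: CHO RD-HGA16 cells carrying human TAAR1 plus Gα16; Incubation: 17-24 h seeding, 75 min 37 °C dye, 30 min RT; Measured by: Fluo-8 fluorescence, 5 s baseline then 140 s kinetic read; Control set: DMSO and PEA EC100; Replication: single well for each compound.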
CHRM5 agonist = CHRM5 agonism in calcium assay. P08912. CHO-K1 hM5 cells, Fluo-8 calcium fluorescence; 0% DMSO wells, 100% maximal acetylcholine response. activation, % at 3 µM. actives 0.19% (n = 360,000). AID 624037;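 active = activation above the run's mean over test compounds plus 3 SD, cut at about 23% in these data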;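 also: signal is peak over basal fluorescence ratio across the kinetic read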
Target sequence (P08912 whole entry, looked up): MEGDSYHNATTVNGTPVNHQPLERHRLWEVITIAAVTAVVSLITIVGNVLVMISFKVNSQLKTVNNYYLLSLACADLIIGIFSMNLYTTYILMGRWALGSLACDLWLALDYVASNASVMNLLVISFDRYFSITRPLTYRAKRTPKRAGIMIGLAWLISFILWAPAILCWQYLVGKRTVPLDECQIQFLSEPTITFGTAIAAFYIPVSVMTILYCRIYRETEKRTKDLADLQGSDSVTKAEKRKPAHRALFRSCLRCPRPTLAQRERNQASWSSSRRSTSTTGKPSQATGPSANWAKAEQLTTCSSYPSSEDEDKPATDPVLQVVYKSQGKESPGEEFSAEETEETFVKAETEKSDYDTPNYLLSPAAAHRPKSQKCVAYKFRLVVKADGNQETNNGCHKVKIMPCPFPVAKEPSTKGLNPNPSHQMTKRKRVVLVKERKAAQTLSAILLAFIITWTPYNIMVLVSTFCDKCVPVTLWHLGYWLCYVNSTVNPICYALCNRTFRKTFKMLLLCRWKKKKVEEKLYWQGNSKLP
M4 antag = antagonists of human muscarinic M4 receptor (CHRM4). inhibition, % at 3 µM. actives 0.73% (n = 360,000). P08173. CHO-hM4 cells, ACh EC80, Fluo-8 calcium fluorescence. AID 624125;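 active = inhibition above its plate's cutoff, the mean inhibition of sample wells plus 3 SD, cut at about 27% in these data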;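 also: 0% = acetylcholine EC80 with DMSO and 100% = DMSO without agonist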
CHRM1 PAM = human CHRM1 positive allosteric modulation | AID 588819 | actives 0.088% (n = 360,000) | activation, % at 3 µM | CHO-K1 hM1, Fluo-8 calcium fluorescence, ACh EC20; 0% = ACh EC20, 100% = maximal ACh; in the data active = activation above about 19%, passing the limit was not always enough
CHRM1 agonist = activates human CHRM1 receptor; CHO-K1 hM1, Fluo-8 calcium fluorescence, agonist mode; 0% DMSO, 100% acetylcholine EC100; AID 588814; activation, % at 3 µM; actives 0.33% (n = 360,000);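 active = activation above the run's mean compound activation plus 3 SD, cut at about 16% in these data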;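 also: peak over basal fluorescence ratio within a 140 s kinetic read after compound addition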
CHRM5 antagonist = antagonists of human muscarinic M5 receptor (CHRM5); P08912; actives 0.59% (n = 360,000); AID 624040; inhibition, % at 3 µM; CHO-hM5 cells, Fluo-8 calcium fluorescence, ACh EC80;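 active = inhibition above a per-plate cutoff, the mean of that plate's test compounds plus 3 SD, cut at about 27% in these data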;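 also: 0% = acetylcholine EC80 with DMSO and 100% = DMSO without agonist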
M4 ag = agonists of human muscarinic M4 receptor (CHRM4); P08173; CHO-K1 hM4/Gqi5, Fluo-8 calcium fluorescence; vehicle 0%, full acetylcholine response 100%; activation, % at 3 µM; actives 0.14% (n = 360,000); AID 624127;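 active = activation above the run mean over all test wells plus 3 SD, cut at about 32% in these data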;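 also: peak over basal fluorescence ratio per well then scaled between controls; 0% = DMSO wells and 100% = acetylcholine at EC100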
M5 PAM = potentiates acetylcholine response at human M5 receptor; P08912; CHO-K1 hM5, Fluo-8 calcium, ACh EC20 PAM; 0% = ACh EC20, 100% = ACh EC100; activation, % at 3 µM; actives 0.3% (n = 360,000);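 active = activation above the run cutoff, the mean activation of all test compounds plus 3 SD, cut at about 18% in these data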
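system = human M5 receptor in CHO-K1 cells | reagent = EC20 acetylcholine as agonist stimulus | compound dosing = single-point, 3 µM nominal | incubation = Fluo-8 loading 80 min at 37 °C plus 30 min room temperature | detection = Fluo-8 calcium dye fluorescence, kinetic read | benchmarks = low control EC20 acetylcholine (0%), high control EC100 acetylcholine (100%)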
Starred values were filed as active, the others as inactive.

molecule,CHRM1 antagonist,TAAR1 ag,CHRM5 agonist,M4 antag,CHRM1 PAM,CHRM1 agonist,CHRM5 antagonist,M4 ag,M5 PAM
CC(OC(=O)C1CCN(S(=O)(=O)c2ccc3c(c2)OCCO3)CC1)C(=O)N(C)c1ccccc1 (centres undefined),-5,2,1,3,-2,-3,1,3,-7
COc1ccc([C@@]2(C(C)C)ON(c3ccccc3C(F)(F)F)C2=O)cc1,6,3,5,-5,2,0,-3,-1,1
COc1ccc(-c2nnc(SC(=O)N3c4ccccc4Sc4ccccc43)o2)cc1,5,3,1,4,-5,-4,-5,-1,-5
CC(=O)NC(C)(c1ccccc1)c1nc(-c2ccc(F)c(Cl)c2)cs1 (centres undefined),-7,1,-2,-1,1,-4,7,2,-3
CC1CCCN(S(=O)(=O)c2ccc(NC(=O)CN3CCN(C)CC3)cc2)C1 (centres undefined),22*,10,-4,11,-19,-6,2,-1,-1
Fc1ccc(Oc2ccc3nnc(C(F)(F)F)n3n2)cc1,-7,0,-3,-11,9,-12,-6,-1,1
COC(=O)c1ccc(COC(=O)CNS(=O)(=O)c2ccc(C)cc2)cc1,-7,10,-2,-6,13,-8,-12,3,8
CCc1ccn2cc(-c3cc(-c4ccccc4)no3)nc2c1,-12,8,5,-2,1,2,0,5,-7
C=C(C)COc1ccc2c(C)c(CCC(=O)N3C[C@H]4C[C@@H](C3)c3cccc(=O)n3C4)c(=O)oc2c1,-10,1,-3,-5,8,-9,5,1,6
COc1cc(C(=O)COC(=O)CNC(=O)C2CCCCC2)cc(OC)c1OC,-13,4,-1,2,3,-3,5,0,-3
CCCS(=O)(=O)NC(=O)C1(C)CCCN(C(=O)C2(c3ccc(Cl)cc3)CCCC2)C1 (centres undefined),-13,0,0,-7,2,-2,-6,0,-1
Cc1cccc(C(=O)N2CCCCCC2)c1[N+](=O)[O-],-8,7,-1,5,11,-8,-3,1,-1
O=C(Nc1cc(C(F)(F)F)ccc1-n1cncn1)c1ccc(F)cc1Cl,-8,-3,-1,-7,6,-2,9,0,-3
CNc1nc(Nc2ccc(C)c(Cl)c2)nc(N)c1[N+](=O)[O-],-14,1,-3,-15,7,-3,-9,-2,3
Cc1ccc(C)c(S(=O)(=O)N2CCN(C(=O)CCc3c[nH]c4ccccc34)CC2)c1,0,5,5,-8,5,0,5,5,3
CC(=O)c1c(N2CCCCC2)nc(=S)n(-c2ccccc2)c1C,15,3,-8,19,-17,-7,6,1,-14
CC12CCC(C(=O)N(Cc3ccccc3)Cc3ccccc3)(OC1=O)C2(C)C (centres undefined),-14,13,-5,1,-8,-6,0,-1,-10
C/C(=C1/SC(N2CCOCC2)=NC1=O)c1ccc(Br)cc1,-12,-2,0,-2,9,-4,0,1,-1
Cc1nc2ccccn2c1C(=O)NCCCN1CCOCC1,-8,2,-3,-6,5,-4,-7,0,4
O=C1C=C(c2cccc(Br)c2)C[C@@H](c2ccc(F)cc2)C1,-3,7,5,2,4,-6,-3,0,0
O=C(Nc1nccs1)c1ccc(COc2ccc(F)cc2)o1,4,15,3,-8,-3,-4,7,9,-7
Cc1onc(-c2c(F)cccc2Cl)c1C(=O)N=C(N)N1CC(C)OC(C)C1 (centres undefined),21,3,-1,2,-7,1,5,2,1
CCCNC(=O)c1cc2c(c(-c3cccc(-c4ccc(F)cc4)c3)n1)[C@@H](CCO)N(S(=O)C(C)(C)C)C2 (some centres undefined),19,12,14,12,-10,-2,9,27,-13
Cc1ccc(S(=O)(=O)N(C)C)cc1NC(=O)CN1C(=O)NC(Cc2c[nH]c3ccccc23)C1=O (centres undefined),-10,5,-1,-11,2,-4,0,0,1

A second format for part of the listing above.
SMILES: Cc1onc(-c2c(F)cccc2Cl)c1C(=O)N=C(N)N1CC(C)OC(C)C1 (centres undefined)
  CHRM1 antagonist: 21
  TAAR1 ag: 3
  CHRM5 agonist: -1
  M4 antag: 2
  CHRM1 PAM: -7
  CHRM1 agonist: 1
  CHRM5 antagonist: 5
  M4 ag: 2
  M5 PAM: 1
SMILES: O=C(Nc1nccs1)c1ccc(COc2ccc(F)cc2)o1
  CHRM1 antagonist: 4
  TAAR1 ag: 15
  CHRM5 agonist: 3
  M4 antag: -8
  CHRM1 PAM: -3
  CHRM1 agonist: -4
  CHRM5 antagonist: 7
  M4 ag: 9
  M5 PAM: -7

(more compounds)
molecule,CHRM1 antagonist,TAAR1 ag,CHRM5 agonist,M4 antag,CHRM1 PAM,CHRM1 agonist,CHRM5 antagonist,M4 ag,M5 PAM
COc1ccc(-c2nnc(-c3ccc(Br)o3)o2)cc1OC,1,3,-1,0,1,-4,1,2,-8
CC(C)C(O)(C#CCN1CCCC1)c1ccccc1 (centres undefined),92*,2,-11,46*,-22,-5,58*,1,-15
CCCc1cc(=O)n2[nH]cnc2n1,-3,3,1,2,11,1,-9,0,5
CC(C)n1c(NCc2ccccc2O)nc2ccccc21,-8,3,-1,-2,9,-4,-1,3,2
Cc1ccc(S(=O)(=O)NC(=NC(C)C(=O)O)c2ccccc2)cc1 (centres undefined),-8,5,-1,5,6,-2,-1,0,2
O=C(N/N=C/c1ccco1)Nc1ccccc1,-3,9,0,-2,8,-2,-5,0,3
CCN1C(=O)[C@H]2[C@@H](c3ccc(-c4ccc(OC)cc4)c(OC)c3)N[C@@](C)(C(=O)OC)[C@H]2C1=O,-1,4,0,9,5,0,-18,1,14
O=C(c1cc2ccccc2oc1=O)N1CCN(c2ccccn2)CC1,-13,2,-4,4,2,-2,2,1,-4
COc1ccccc1NS(=O)(=O)c1ccc(NN=C2CCCC2)c([N+](=O)[O-])c1,4,2,3,15,0,-4,14,7,-9
O=C(Cc1ccc(S(=O)(=O)N2CCCC2)s1)N1CCN(c2ccccc2)CC1,0,1,1,-4,4,-5,5,2,10
CC(=O)c1cccc(NC(=O)C2(C)Cc3c(-c4cccc(C(F)(F)F)c4)ccnc3O2)c1 (centres undefined),-3,10,-2,-2,5,-4,4,2,-1
CCCCOC(=O)c1ccc(NC(=O)C(CCS(C)(=O)=O)NC(C)=O)cc1 (centres undefined),-8,2,-2,-4,-9,-2,4,1,-8
CCOC(=O)N1CCC(NC(=O)CSc2cc(=O)n(C)c3ccccc23)CC1,-2,11,1,2,7,-4,-5,0,4
N/C(=N\OC(=O)C12CC3CC(CC(C3)C1)C2)c1cccnc1,-14,5,2,-5,8,3,-10,-1,-2
O=C(/C=C/c1ccc(Cl)cc1)NCCc1ccccc1,-12,27,-1,4,-2,-7,1,0,-3
C/C=C(\C)CN1CCCC(CO)(Cc2ccccc2)C1 (centres undefined),-7,3,-6,-4,7,-6,3,0,-1
CCN(CC)S(=O)(=O)c1ccc(=O)[nH]c1,-1,4,-2,0,0,-8,-16,2,3
O=C(Nc1ccc(F)cc1)C1COc2ccccc2O1 (centres undefined),-3,-2,-3,3,4,-7,1,2,-1
CCOC(=O)c1c(C)n(C)c2ccc(O)c(CN3CCN(C)CC3)c12,-8,9,1,1,5,-5,3,0,2
COc1ccc(CNC(=O)N2CCN(S(=O)(=O)c3ccccc3)CC2)cc1,-14,5,-2,5,19,2,9,0,0
Cc1ccc(C(=O)NCCCn2ccnc2)cc1C,-12,4,-3,8,9,-7,3,1,2
Cc1csc(NC(=O)c2ccc(Br)s2)n1,10,-3,2,-12,-5,-6,13,8,-7
CC1=C(C(=O)OCc2ccccc2)N2C(=O)[C@@H](NC(=O)COc3ccccc3)[C@H]2SC1,17,28,-1,1,-15,-2,13,10,-10
CCOC(=O)C1CCCN(c2c(NCCc3ccc(C)cc3)c(=O)c2=O)C1 (centres undefined),-16,-3,-3,4,7,-1,2,1,4
CCC(C)NC(=O)CN1C(=O)CC(C)(C)S(=O)(=O)c2ccccc21 (centres undefined),-1,0,-1,4,-1,-6,12,-1,-2
CCOC(=O)C(CC)Sc1ncnc2nc[nH]c12 (centres undefined),-6,15,-1,-4,5,-2,1,1,-4
CCOc1ccc(S(=O)(=O)N2CCN(C(=O)c3cc4c(s3)CCCC4)CC2)cc1,-7,7,-5,-29,3,-6,-5,-2,0
COc1ccc(-c2nn(-c3ccccc3)cc2CNCCN2CCOC2=O)c(F)c1,4,2,-2,-8,1,-9,12,5,-11
Cc1ccc(C(=O)NC2CCS(=O)(=O)C2)cc1S(=O)(=O)N1CCOCC1 (centres undefined),-19,1,1,-8,1,-2,-10,2,3
O=C(c1ccccc1)c1cccc[n+]1[O-],-1,2,-4,-3,3,1,16,1,1
Cc1ccccc1OCC(=O)NNC(=S)NC(=O)c1ccccc1[N+](=O)[O-],6,29,-4,3,-7,-6,5,-1,-1
COC(=O)COc1ccc(S(=O)(=O)NCc2ccco2)cc1Cl,0,2,-6,-2,3,-2,5,1,-4
COc1ccc(NC(=O)CCNC(=O)Cn2ccc3ccccc3c2=O)cc1Cl,8,2,-2,-4,-1,-4,2,3,7
CCOC(=O)c1sc(=S)n(-c2cc(OC)ccc2OC)c1N,7,11,-6,2,-7,-5,3,3,-4
CN(C)C(=O)N1CCN(C(=O)N(C)C)CC1,11,2,1,5,-3,-2,6,0,-5
CCN(C[C@H]1N[C@@](CC)(C(=O)OC)[C@H]2C(=O)N(C)C(=O)[C@@H]12)S(=O)(=O)c1ccc(C(F)(F)F)cc1,-18,10,-1,-10,10,-3,4,1,-3
Cc1ccc(-n2cc(CN(C)CCc3cn[nH]c3)c(-c3cccc(C)c3)n2)cc1,1,12,0,-6,0,-8,2,7,-3
O=C(CC(=O)c1ccccc1)Nc1ccccc1,-9,0,0,7,10,-2,13,1,-1
Cc1[nH]n(-c2ccc(C(=O)O)cc2)c(=O)c1CCO,2,4,0,-2,5,-4,5,3,-2
COC(=O)C(C(C)C)N1CCc2c(C)nc3c(C#N)cnn3c21 (centres undefined),-8,3,2,5,9,-3,5,1,0
CCn1c(/C=C/c2c(C)[nH]c3ccccc23)nc2ccccc2c1=O,-14,5,0,-2,13,-3,4,1,-1
CCCNC(=O)c1cc(C2CCCN(C(=O)c3ccc4c(c3)CCO4)C2)on1 (centres undefined),2,1,0,9,-2,-4,19,0,-8
O=C(NCC1CCCO1)c1csc2c1CCCC2 (centres undefined),-1,8,-1,3,5,-6,2,1,0
O=C(NCCc1ccc(Cl)cc1)C1CCC(CNc2nc(=S)[nH]c3ccccc23)CC1 (centres undefined),-8,4,1,7,8,-3,2,1,1
O=C(/C=C/c1cccc(Br)c1)N1CCN(c2cccc(C(F)(F)F)c2)CC1,-4,0,-4,1,3,-7,1,0,-6
C/C(=N\NC(=S)Nc1c(C)cccc1C)c1cc2ccccc2o1,-10,4,-7,-4,9,-7,2,2,-9
CC(C)[C@H](NC(=O)[C@@H]1Cc2ccccc2CN1)C(=O)NC1CCCCC1,-23,5,-5,-9,17,-2,8,1,0

Not all compounds are listed, so the mix of outcomes need not match the whole.
